Screening data from PubChem.
Myeloid diff MLP: induction of myeloid progenitor differentiation, primary screen, cell-based, flow cytometry, MLPCN library | ER-HoxA9 myeloid progenitors, lysozyme-GFP differentiation | calls only at 10 µM | 360,000 compounds, 1% hits | AID 624256, 2012;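 active means normalized GFP-positive differentiation at or above the plate's own cutoff, the solvent-only control mean plus 3 SD; inconclusive means no clear call, values can overlap the other calls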;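 further: cells exposed to compound for four days before flow analysis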
Autophagy mod: autophagy modulators in MEF cells, primary screen, imaging, high-content, MEF GFP-LC3; calls only at 10 µM (by protocol); 190,000 compounds, 0.98% hits; MEF GFP-LC3 puncta imaging; test concentration mostly 10 µM;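 active means percentage of spot-positive cells more than 3 SD above its plate mean, without a fluorescence outlier flag or 80% toxicity; inconclusive means no clear call, values can overlap the other calls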;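 further: spot-positive cell cutoff set from DMSO-treated cells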
MT stabilizer: microtubule stabilizers in HeLa cells, primary screen, imaging, high-content imaging. HeLa tubulin immunostaining HCS, 24 h; share of cells brighter than vehicle mean+2SD. % tubulin-high responders, % at 10 µM. 200,000 compounds, 0.83% hits. AID 2205, 2009;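 active means plate Z-score above 3 for both tubulin-high and condensed-nucleus cell shares, with cell loss under 80%, at 10 µM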;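 further: anti alpha tubulin signal scored within the nucleus-defined area of each cell; some results filed as inactive read as strong as hits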
West Nile virus CPE: West Nile virus antiviral activity, cell-based, CPE readout (AID 1621). West Nile virus-infected cells, CPE inhibition; higher % means a stronger effect. CPE inhibition, % at 10 µM, or IC50 in µM where a hit was titrated. 290,000 compounds, 0.02% hits; in the data active means a potency from the dose series; inconclusive means CPE inhibition mostly from about 3.7% at the one dose, without a potency; inactive means the rest, 99 in 100 with CPE inhibition below about 2.2%; further: strong numbers were not always called active
bCat nuc transl: modulators of beta-catenin nuclear translocation, primary screen, imaging, HeLa cells, immunofluorescence, high-content; AID 1665, 2009; nuclear translocation activity, % at 5 µM; 190,000 compounds, 0.3% hits;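 active means nuclear translocation activity above 50% at 5 µM, with a well cell count of 50 or more; inconclusive means wells under 50 cells across six images, flagged as toxic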;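 further: per-cell ratio of nuclear to cytoplasmic median beta-catenin stain intensity; plate controls were DMSO negative control for no effect and GSK-3 inhibitor IX positive control for full effect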
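Test system: human HeLa cell line; Doses: 5 µM primary, 0.02–20 µM confirmation; Incubation: 24 h compound exposure, 37°C; Detection: beta-catenin immunofluorescence imaging with DAPI; Read-out: beta-catenin nuclear/cytoplasmic ratio, % activation.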
T cell HTS: modulators of CD8 T cell-vesicle binding, primary screen, mouse 2C CD8+ T cells, flow cytometry | 2C CD8+ T cell-vesicle binding; stronger effect = lower value | calls only at 7 µM | 330,000 compounds, 0.068% hits | AID 2052, 2009;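 active means response, share of CD8 T cells binding vesicles, and their 90th percentile fluorescence all below set limits, cut at about 80% in these data, passing the limit was not always enough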
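material = purified 2C TCR transgenic mouse naive CD8+ T cells | controls = Unloaded micro-vesicles (low), QL9 vesicles with 0.7% DMSO (high) | detection = cytometric PE anti-B7-1 and Alexa647 anti-CD8 signals after 1% paraformaldehyde fixation | incubation = binding step 1.5 h, 37 °C, antibody labelling 20 min, ice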
WT yeast gro inh: growth inhibition of WT strain, primary screen, mitochondrial fusion inhibitor project, WT and mutant strains, chemical genetic. mitochondrial fusion phenotypic screen. inhibition, % at 10 µM. 190,000 compounds, 2.1% hits. AID 1362, 2008; in the data active means inhibition above about 58%; tested in S. cerevisiae
Lipid droplet: inhibitors of hepatocyte lipid droplet formation, primary screen, imaging, high-throughput imaging, BODIPY stain; AML12 mouse hepatocytes, oleate lipid droplets; inhibition, % at 6.5 µM; 240,000 compounds, 0.4% hits;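 active means lipid droplet intensity inhibited by at least 50%, with more than 500 cells counted; inconclusive means wells with under 300 cells, treated as cytotoxic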
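Assay system: AML12 mouse liver cells | Compound: 6.5 µM single-point dosing | Schedule: Overnight exposure | Technique: Fluorescence imaging, 20x objective, two fields per well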
Ins promoter up: insulin promoter activators in MIN6 cells, imaging, high-content screening, mouse beta cells; MIN6 insulin promoter-GFP reporter; stronger effect = higher value; z-score at 5 µM; 190,000 compounds, 0.3% hits; AID 1625, 2009;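 active means z-score above 3 at 5 µM with at least 500 cells counted in the well; inconclusive means wells under 500 cells, flagged as cytotoxic or low count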
WT yeast gro inh mutant strain: further read-out of WT yeast gro inh, marked with its call; inhibition, %; mitochondrial fusion phenotypic screen, mutant strain inhibition
Ins promoter up cell count: second read-out of Ins promoter up, no call of its own (marks repeat the call); cell count; measured here: cytotoxicity, nuclei count;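 total cells summed across four imaged fields per well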
Lipid droplet cells 6.5 µM: also measured in Lipid droplet; calls as there; cell count; measured here: cell count, cytotoxicity flag;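 cells counted across two imaged fields per well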
bCat nuc transl cell count 5 µM: also measured in bCat nuc transl; calls as there; cell count; measured here: cell count, cytotoxicity flag
T cell HTS vesicle-bound %: further read-out of T cell HTS, marked with its call; double positive events, %; measured here: CD8+ vesicle-bound cell fraction;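 binding gate set so that unloaded-vesicle control wells show 10% double positive cells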
MT stabilizer Hoechst-high %: also measured in MT stabilizer; calls as there; % Hoechst-high responders; measured here: nuclear condensation Hoechst responders;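 share of cells brighter than vehicle mean plus two SD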
MT stabilizer cytotoxicity %: recorded beside MT stabilizer, whose call it bears; toxicity, %; measured here: cytotoxicity by cell density;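 0% = mean cell density of plate MIN control wells and 100% = no cells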
Autophagy mod cell loss 18 h: second read-out of Autophagy mod, no call of its own (marks repeat the call); toxicity, %; measured here: cell loss, nuclei count;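 cell loss after 18 h compound exposure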
Myeloid diff MLP GFP+ MAC1+ %: second read-out of Myeloid diff MLP, no call of its own (marks repeat the call); GFP+ MAC1+ double positive, %; measured here: differentiation confirmed by MAC1 staining
* hit, by the source's call; i = inactive; ? = inconclusive; / = no result given.

SMILES | Myeloid diff MLP | Myeloid diff MLP GFP+ MAC1+ % | Autophagy mod | Autophagy mod cell loss 18 h | MT stabilizer | MT stabilizer Hoechst-high % | MT stabilizer cytotoxicity % | West Nile virus CPE | bCat nuc transl | bCat nuc transl cell count 5 µM | T cell HTS | T cell HTS vesicle-bound % | WT yeast gro inh | WT yeast gro inh mutant strain | Lipid droplet | Lipid droplet cells 6.5 µM | Ins promoter up | Ins promoter up cell count
COc1ccc(NC(=O)c2ccc3c(c2)OCO3)cc1[N+](=O)[O-] | i | 0.0 | i | -5.9 | 4.0 | 2.0 | 10.1 | -0.3% | 0.8 | 1467 | i | 21.0 | -11.6 | -9.9 | 0.2 | 727 | -0.27 | 1454
CCOCCCNC(=S)NCCNc1nc2ccc(C)cc2cc1C#N | i | 0.9 | i | 11.2 | 11.2 | 6.3 | 35.5 | -0.4% | -1.3 | 1065 | i | 48.8 | -4.3 | 4.5 | -1.9 | 669 | -0.09 | 1383
C/C=C/c1ccc(OCCCNC(C)CC)c(OC)c1 (stereo not drawn) | i | 0.7 | i | -10.5 | 1.0 | 0.9 | 9.7 | -0.3% | 2.1 | 1003 | i | 25.3 | -11.2 | -20.2 | 10.4 | 820 | / | /
Cc1ccccc1NC(=S)N(Cc1cccnc1)Cc1ccccc1Cl | i | 0.3 | i | -3.5 | 3.1 | 3.1 | 8.4 | -0.6% | -5.6 | 1170 | i | 47.9 | 6.0 | 20.4 | -3.4 | 648 | -0.46 | 1268
O=S(=O)(c1ccc(NC(=S)N/N=C/c2ccc(O)c(O)c2)cc1)N1CCOCC1 | i | 0.2 | / | / | / | / | / | 0.3% | 1.5 | 1288 | i | 13.9 | / | / | -8.2 | 709 | 1.18 | 1324
COc1cccc(N(C(=O)CNC(=O)c2ccco2)C(C(=O)NC2CCCCC2)c2ccncc2)c1 (stereo not drawn) | i | 1.8 | i | 11.2 | 2.9 | 1.5 | 5.1 | -0.2% | -2.6 | 1037 | i | 45.2 | 6.7 | 0.7 | / | / | / | /
NC(=O)C1CCN(c2oc(/C=C/c3ccc(F)cc3)nc2S(=O)(=O)c2ccccc2)CC1 | ? | / | / | / | / | / | / | 0.4% | / | / | i | 43.3 | / | / | -0.7 | 746 | / | /
C/C=C(/C)C(=O)OC1c2c(ccc3ccc(=O)oc23)OC(C)(C)C1OC(C)=O (stereo not drawn) | i | 0.6 | i | 2.0 | 2.7 | 2.9 | 12.6 | 0.1% | 1.3 | 994 | i | 59.6 | 17.7 | 1.1 | -27.1 | 757 | -0.88 | 958
COc1cc(NC(=S)NCCc2c[nH]c3ccccc23)c(OC)cc1Cl | i | 1.0 | i | 6.5 | 5.4 | 2.2 | 3.2 | -0.6% | 4.6 | 985 | i | 52.3 | 53.0 | 5.6 | -15.1 | 659 | -0.01 | 1535
COc1ccc(/C=N/Nc2nncc3ccccc23)cc1 | i | 0.5 | i | 13.3 | 2.6 | 2.7 | 3.7 | -0.5% | -2.0 | 1190 | i | 45.6 | 12.1 | 6.9 | 1.1 | 714 | 0.32 | 1471
CCCn1c(SCC(=O)NCCc2ccc(Cl)cc2Cl)n[nH]c1=O | i | 1.7 | i | -9.0 | 1.8 | 2.8 | 7.2 | -0.7% | 1.5 | 1379 | i | 23.2 | -19.9 | 9.1 | / | / | -0.59 | 1340
COCc1cc(=O)oc2cc(NC(=O)c3ccc(C(C)(C)C)cc3)ccc12 | i | 0.1 | / | / | / | / | / | -0.5% | / | / | i | 55.1 | / | / | 6.4 | 783 | / | /
O=C(Nc1c(F)cc(F)cc1Br)C1CCCO1 (stereo not drawn) | i | 0.7 | i | 0.0 | 1.9 | 2.8 | 4.6 | 0.3% | -1.5 | 1121 | i | 50.9 | -5.5 | -12.0 | 0.6 | 691 | 1.81 | 1260
Cc1cc(N)n(-c2ccc(S(N)(=O)=O)cc2[N+](=O)[O-])n1 | i | 0.8 | i | 4.7 | 2.5 | 1.8 | 8.5 | 0.6% | -2.6 | 1096 | i | 37.7 | -14.6 | 18.1 | 9.0 | 685 | -0.79 | 1211
Cc1n[nH]c(C)c1S(=O)(=O)N1CCCC(C(=O)Nc2ccc3c(c2)OCCO3)C1 (stereo not drawn) | / | / | i | -7.7 | 2.8 | 1.4 | 1.4 | / | / | / | i | 45.8 | 13.8 | 10.5 | -0.6 | 766 | -0.84 | 798

The closing 2 entries of the part above come first, to join the parts.
SMILES | Myeloid diff MLP | Myeloid diff MLP GFP+ MAC1+ % | Autophagy mod | Autophagy mod cell loss 18 h | MT stabilizer | MT stabilizer Hoechst-high % | MT stabilizer cytotoxicity % | West Nile virus CPE | bCat nuc transl | bCat nuc transl cell count 5 µM | T cell HTS | T cell HTS vesicle-bound % | WT yeast gro inh | WT yeast gro inh mutant strain | Lipid droplet | Lipid droplet cells 6.5 µM | Ins promoter up | Ins promoter up cell count
Cc1cc(N)n(-c2ccc(S(N)(=O)=O)cc2[N+](=O)[O-])n1 | i | 0.8 | i | 4.7 | 2.5 | 1.8 | 8.5 | 0.6% | -2.6 | 1096 | i | 37.7 | -14.6 | 18.1 | 9.0 | 685 | -0.79 | 1211
Cc1n[nH]c(C)c1S(=O)(=O)N1CCCC(C(=O)Nc2ccc3c(c2)OCCO3)C1 (stereo not drawn) | / | / | i | -7.7 | 2.8 | 1.4 | 1.4 | / | / | / | i | 45.8 | 13.8 | 10.5 | -0.6 | 766 | -0.84 | 798
CCCCN1C(=O)C(=O)NC[C@@H]1C(C)CC (stereo partly drawn) | i | 1.7 | / | / | / | / | / | 0.3% | -2.7 | 1007 | i | 55.9 | / | / | -16.9 | 685 | / | /
O=[N+]([O-])c1ccccc1N/N=C/c1cc2ccccc2nc1Cl | i | 1.2 | i | -2.5 | 1.8 | 1.4 | 4.1 | -0.8% | 2.0 | 962 | i | 9.1 | 8.6 | 10.4 | 0.0 | 801 | 0.56 | 964
COC(=O)C1C2C=CC3(CN(c4cccc(Cl)c4)C(=O)C13)O2 (stereo not drawn) | i | 1.2 | i | 3.3 | 2.7 | 4.1 | 8.5 | 0.1% | / | / | i | 15.5 | 15.2 | -1.1 | / | / | -0.79 | 989
CN(C(=O)c1cccc(NC(=O)Cc2ccccc2)c1)c1ccccc1 | i | 0.2 | / | / | / | / | / | -1.1% | / | / | i | 68.9 | / | / | 6.2 | 827 | / | /
CCCCNC(=O)CC1S/C(=N/N=C/c2ccc(OC)cc2)NC1=O (stereo not drawn) | / | / | i | -6.9 | 3.1 | 1.9 | 17.3 | 0.0% | 0.5 | 1097 | i | 35.3 | -3.7 | 2.1 | 2.8 | 723 | -0.12 | 1326
Cc1cc(Cl)c(S(=O)(=O)Nc2ccc(Cl)cn2)cc1OCC(N)=O | i | 1.5 | i | -6.2 | 2.9 | 1.6 | 5.0 | 0.5% | 3.3 | 576 | i | 32.4 | -6.5 | 7.9 | -19.2 | 704 | / | /
c1ccc(Cn2ccnc2-c2ccco2)cc1 | i | 0.4 | i | 12.5 | 1.4 | 1.5 | 3.2 | / | 0.8 | 1172 | i | 54.4 | 13.3 | 25.7 | / | / | 1.78 | 937
CN(c1ccccc1)S(=O)(=O)c1cccc2ccccc12 | i | 0.3 | / | / | / | / | / | -0.8% | / | / | i | 9.4 | / | / | -3.7 | 795 | / | /
O=c1[nH]c(=S)[nH]nc1Cc1ccc(Cl)c(Cl)c1 | i | 0.7 | / | / | / | / | / | 0.2% | / | / | i | 20.7 | / | / | 2.7 | 842 | / | /
CCOC(=O)c1cc2occc2n1CC(=O)N1CCCc2ccccc21 | i | 1.4 | i | 20.5 | 1.6 | 2.0 | 15.2 | 1.8% | -4.6 | 841 | / | / | -5.7 | -28.0 | / | / | -0.25 | 1211
CN1CCN(/N=C2/C(=O)Nc3ccc([N+](=O)[O-])cc32)CC1 | i | 0.5 | i | 9.3 | 3.9 | 2.3 | 1.4 | -0.2% | -2.9 | 1121 | i | 15.2 | 11.3 | 3.1 | 17.6 | 664 | -0.31 | 1471
Cc1csc(NC(=O)c2ccc(S(=O)(=O)N3CCN(C)CC3)cc2)n1 | i | 3.5 | / | / | / | / | / | -0.7% | / | / | i | 5.4 | / | / | 15.9 | 795 | / | /
O=C(NCc1ccc2c(c1)OCO2)c1ccc(CSCc2ccc(Cl)cc2)o1 | i | 0.9 | i | 4.4 | 3.4 | 3.1 | 9.5 | -1.4% | 0.2 | 478 | i | 32.5 | 59.1* | 32.2* | 4.0 | 654 | -0.53 | 1157
CCOC(=O)c1cccc(NC(=O)CCn2nnc3ccccc32)c1 | i | 2.0 | i | -15.6 | 3.8 | 1.8 | 4.2 | -0.5% | 0.2 | 986 | i | 23.6 | -0.8 | -4.0 | 2.0 | 736 | -0.37 | 1332
COc1ccc(NC(=O)C2CCCN(c3cnccn3)C2)cc1 (stereo not drawn) | i | 1.5 | / | / | / | / | / | 0.4% | / | / | i | 34.4 | / | / | -5.5 | 722 | / | /
COc1cc(C(=O)NCC(=O)OCc2cc(=O)oc3c(C)c(C)ccc23)cc(OC)c1OC | i | 0.6 | i | 4.4 | 4.0 | 2.4 | 5.0 | -0.2% | 2.1 | 1100 | i | 35.3 | -7.8 | 14.6 | 14.9 | 692 | -0.2 | 1329
Cc1ccc(C(C)(C)NC(=O)C2CCC(=O)N(CC3CCCCC3)C2)cc1 (stereo not drawn) | i | 2.4 | / | / | / | / | / | 0.3% | / | / | i | 57.9 | / | / | 18.5 | 695 | / | /
